From PubChem BioAssay
GAA850 FXN act: activators of GAA850 frataxin (FXN) promoter; 0.56% of 360,000 active; activation, % at 6 µM; HEK293 lucGAA850 FXN promoter luciferase reporter, 24 h; percent of 10 µM SAHA response;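 active = activation above the average of all compounds screened plus 3 SD, cutoff fixed separately per campaign, cut at about 7.5% in these data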;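 note: 0% = DMSO wells and 100% = 10 µM SAHA wells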
hgDAF12 agonist: agonists of H. glycines DAF-12 nuclear receptor | activation, % at 6.8 µM | AID 687014 | HEK293 GAL4-hgDAF12 UAS-luciferase reporter, agonist luminescence; normalized to butyrate control | 1.8% of 370,000 active;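 active = activation above a cutoff set at the mean of all screened compounds plus 3 SD, cut at about 10% in these data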;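 note: 0% = DMSO wells and 100% = sodium butyrate wells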
ssDAF-12 act: activators of S. stercoralis DAF-12 nuclear receptor. HEK293 ssDAF-12/GRIP1 lit1-tk-luc reporter, luminescence; % of 3 µM dafachronic acid response. activation, % at 6.8 µM. 1% of 370,000 active;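 active = activation above the mean over all tested compounds plus 3 SD, cut at about 0.9% in these data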;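 note: 0% = DMSO-only wells and 100% = 3 µM delta7-dafachronic acid wells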
PG9 binder: binds the HIV-1 gp120 antibody PG9; TR-FRET gp120-PG9 antibody binding; inhibition, % at 6.7 µM; 0.43% of 360,000 active; AID 624416; in the data active = inhibition above about 8.5%
DAX1 inh-1: DAX1 (NR0B1) inhibition, primary screen | HEK293T StAR-luciferase reporter, SF-1/DAX-1 repression relief | inhibition, % at 6.8 µM | 1.1% of 370,000 active | AID 652010;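 active = inhibition above the mean over all tested compounds plus 3 SD, cut at about 3.6% in these data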;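 note: 0% = DAX-1 cells with DMSO and 100% = cells lacking DAX-1 with DMSO; higher inhibition means more luminescence from relief of DAX-1 repression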
hcDAF-12 act: activates DAF-12 receptor from parasite H. contortus; 1.4% of 370,000 active; HEK293 hcDAF-12 lit1-tk-luc reporter, luminescence; 0% DMSO, 100% Δ7-dafachronic acid; AID 652067; activation, % at 6.8 µM;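 active = activation above the mean of all tested compounds plus 3 SD, cut at about 5.5% in these data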;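 note: 100% = response to 3 µM Δ7-dafachronic acid high control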
ADAM10 inh: ADAM10 inhibition, QFRET primary screen. O14672. recombinant ADAM10, EDANS/DABCYL FRET peptide cleavage, 3 h. 0.62% of 370,000 active. inhibition, % at 7 µM;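 active = inhibition above a per-campaign cutoff equal to the mean of compounds falling between control-based bounds plus 3 SD, cut at about 20% in these data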;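 note: 0% = DMSO wells while the 100% control is not disclosed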
NPR1 activator: GC-A (human) enzyme activation; HEK293 GC-A cells, cGMP TR-FRET, EC30 ANP; 0% at EC30 ANP, 100% saturating ANP; 0.14% of 370,000 active; activation, % at 10 µM; AID 1671463; P16066; in the data active = activation above about 40%
Target sequence (P16066 whole entry, looked up): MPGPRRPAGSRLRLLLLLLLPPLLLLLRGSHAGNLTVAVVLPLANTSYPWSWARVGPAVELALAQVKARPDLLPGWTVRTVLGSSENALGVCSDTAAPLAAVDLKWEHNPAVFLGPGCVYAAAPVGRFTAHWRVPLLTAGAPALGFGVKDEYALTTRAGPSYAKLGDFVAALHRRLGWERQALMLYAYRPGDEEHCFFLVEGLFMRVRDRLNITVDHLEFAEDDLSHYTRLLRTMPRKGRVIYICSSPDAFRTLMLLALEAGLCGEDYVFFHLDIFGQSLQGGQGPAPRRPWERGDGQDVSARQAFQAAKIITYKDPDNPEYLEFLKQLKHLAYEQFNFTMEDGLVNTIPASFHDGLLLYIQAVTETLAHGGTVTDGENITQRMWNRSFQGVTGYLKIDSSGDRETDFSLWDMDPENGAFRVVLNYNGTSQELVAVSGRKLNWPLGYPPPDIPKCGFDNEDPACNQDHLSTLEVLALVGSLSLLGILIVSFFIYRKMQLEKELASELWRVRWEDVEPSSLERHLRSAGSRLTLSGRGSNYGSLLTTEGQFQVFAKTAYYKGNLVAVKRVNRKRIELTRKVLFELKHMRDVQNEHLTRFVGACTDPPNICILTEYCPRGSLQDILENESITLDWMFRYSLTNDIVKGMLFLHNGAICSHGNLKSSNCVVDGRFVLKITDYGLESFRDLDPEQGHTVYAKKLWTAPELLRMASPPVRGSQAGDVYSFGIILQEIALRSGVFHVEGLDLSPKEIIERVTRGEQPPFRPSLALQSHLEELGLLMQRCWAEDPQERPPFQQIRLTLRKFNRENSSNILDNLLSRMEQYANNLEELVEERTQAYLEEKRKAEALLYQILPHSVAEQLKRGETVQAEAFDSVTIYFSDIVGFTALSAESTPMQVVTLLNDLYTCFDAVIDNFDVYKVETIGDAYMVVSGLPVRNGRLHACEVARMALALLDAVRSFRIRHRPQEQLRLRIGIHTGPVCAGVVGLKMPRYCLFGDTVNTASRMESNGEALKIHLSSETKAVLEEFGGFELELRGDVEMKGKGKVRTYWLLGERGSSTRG
DAX1 inh-2: inhibits human nuclear receptor DAX1; AID 504766; 0.99% of 340,000 active; HEK293 Gal4-DAX1 luciferase reporter, luminescence; inhibition, % at 6.75 µM; P51843;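 active = inhibition above the mean over all tested compounds plus 3 SD, cut at about 4.2% in these data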;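 note: 0% = DAX1-transfected cells with DMSO and 100% = empty-vector control cells with DMSO; inhibition shows as a rise in luminescence from relieved DAX1 repression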
SMARCA2 act: SMARCA2 function activation, primary screen | 1% of 370,000 active | MG213 cells, MMTV-luciferase reporter, dexamethasone, overnight | activation, % at 9.1 µM | AID 652017; in the data active = activation above about 7.8%;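 note: 0% = vehicle wells and 100% = reference activator wells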
ADAM17 inh: inhibitors of human ADAM17. inhibition, % at 6.95 µM. recombinant ADAM17, EDANS/DABCYL FRET peptide cleavage. 0.83% of 370,000 active. P78536;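 active = inhibition above the mean of compounds lying between control limits plus 3 SD, set per campaign, cut at about 8.5% in these data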;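 note: 0% = DMSO-only wells as the low control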
* hit, by the source's call; i = inactive; · = not tested or not shown.

SMILES | GAA850 FXN act | hgDAF12 agonist | ssDAF-12 act | PG9 binder | DAX1 inh-1 | hcDAF-12 act | ADAM10 inh | NPR1 activator | DAX1 inh-2 | SMARCA2 act | ADAM17 inh
CC(=O)Nc1ccc(NC(=O)c2cc(C)nn2-c2ccccc2)cc1 | 0.1 | -0.5 | -1.8 | -0.5 | -0.5 | -0.7 | 2 | 0 | -0.3 | 2 | -3
CCN(CCn1cccn1)C(=O)c1ccc(OC2CCN(C(=O)CCOC)CC2)cc1 | -0.9 | 0.3 | -1.4 | -0.9 | -0.3 | -0.9 | -3 | 4 | 0.0 | -4 | -4
CCOc1ccc(C(=O)Nc2c3c(nn2C(C)(C)C)CSC3)cc1OCC | -5.1 | -3.8 | -0.7 | -1.8 | -0.5 | 0.2 | 9 | -1 | -0.1 | -4 | 7
CC(=C1C(=O)c2ccccc2C1=O)N1CCN(c2ccc(F)cc2)CC1 | 0.6 | 1.8 | -1.2 | -2.1 | 0.1 | 1.6 | 3 | 1 | 0.1 | -3 | -1
CCOc1ccc(NC(=O)CSc2nnc(C3CC3)n2C2CC2)cc1 | -0.3 | 0.2 | -0.6 | -0.3 | -2.5 | 0.7 | 9 | 3 | -0.7 | -2 | 2
Nc1[nH][nH]c(=O)c1N=Nc1ccccc1 | 2.0 | 2.7 | -0.3 | -14 | 1.8 | 1.0 | 9 | -10 | 1.5 | 0 | 3
COc1cc2c(cc1NC(=O)c1ccc(C(C)(C)C)cc1)CCCC2 | -6.5 | -6.4 | -1.3 | -0.2 | 0.8 | -0.9 | -1 | -8 | -1.6 | -3 | 3
CCC(=O)N1CCC(c2ccc(OC)cc2)=N1 | 4.0 | 1.2 | -1.3 | -0.5 | 1.0 | -0.2 | -3 | 2 | 0.6 | 4 | -3
Cc1ccc(SCC(=O)OCC(=O)N(C)CC(=O)Nc2ccc(F)cc2)cc1C | 0.9 | 3.2 | -0.8 | 0.5 | 0.8 | -0.4 | 4 | 3 | -0.8 | -3 | 0
COc1ccc(NC(=O)CCNS(=O)(=O)c2cc(Br)ccc2Br)cc1S(N)(=O)=O | -1.9 | -0.5 | -1.1 | -2.0 | 0.0 | 1.8 | 0 | 0 | 1.9 | -3 | 0
COc1ccccc1OCCn1cc(C(=O)O)c2ccccc21 | 0.7 | 0.9 | -0.7 | -0.1 | 0.1 | -0.5 | -8 | 1 | 0.8 | -4 | -4
Cc1cc(C(=O)N2CCc3ccccc32)ccc1[N+](=O)[O-] | 2.0 | 5.1 | -0.7 | -1.9 | -0.5 | 2.4 | -8 | 2 | 0.3 | 0 | -5
Cc1ccccc1S(=O)(=O)c1cc(C#N)c(=O)[nH]c1N | 0.6 | 0.9 | -1.1 | 0.7 | -0.2 | -0.3 | 4 | 1 | 2.0 | 2 | -2
CCCc1nnc(NC(=O)CCCN2C(=O)c3ccccc3C2=O)s1 | -1.1 | 0.4 | -0.7 | 0.1 | -0.4 | 2.5 | 5 | 0 | 1.4 | 0 | 0
Cc1ccc(NC(=O)C/C(N)=N/OC(=O)c2ccccc2)cc1 | -1.4 | -0.1 | -2.0 | 0.7 | -0.8 | -2.3 | 1 | 0 | -0.4 | -1 | -4
COc1ccc(S(=O)(=O)Nc2ccc(S(=O)(=O)N3CCCCC3)cc2)cc1OC | 0.0 | -1.1 | -1.4 | -0.8 | 0.1 | -1.3 | 3 | 2 | 0.2 | -2 | 1
Cc1ccc(S(=O)(=O)N2CC(O)C[C@H]2C(=O)OCC(=O)N2CCN(c3ccc(F)cc3)CC2)cc1C (some centres undefined) | 0.4 | -0.3 | -1.6 | -0.4 | -1.7 | -1.7 | -7 | 2 | -1.4 | -2 | -4
COc1ccc(OC)c(N(CC(=O)N2CCC(C)CC2)S(=O)(=O)c2ccc(OC)c(OC)c2)c1 | -3.5 | 0.2 | -1.2 | 0.0 | -0.4 | -0.2 | 2 | -9 | -1.9 | -2 | -2
COc1ccccc1N1CCN(S(=O)(=O)c2ccc3c(c2)oc(=O)n3C)CC1 | 0.7 | -0.8 | -0.8 | -0.8 | -0.3 | -1.0 | -1 | -1 | -0.3 | -3 | -5
CN1CCN(C(=O)C2=C[C@H](c3ccc(C(F)(F)F)cc3)C[C@H](OCc3ccc(CO)cc3)O2)CC1 | -1.1 | 1.7 | -1.6 | -0.3 | -0.3 | -0.4 | -3 | -2 | 0.2 | 0 | -5
Cc1cccc2nc(-c3ccccc3)nc(N[C@@H](CO)c3ccccc3)c12 | 0.3 | -0.7 | -1.1 | -0.1 | -0.9 | -1.9 | 15 | -7 | -0.7 | -4 | 8
CCOC(=O)c1c(C)n(C)c2ccc(OCC(O)CNC(CC)CO)cc12 (centres undefined) | -0.1 | -0.3 | -1.1 | -0.3 | -0.2 | -1.3 | -2 | 3 | -0.1 | 1 | -6
CC(C)c1ccc(OCC(=O)Nc2cccc(C(=O)Nc3ccccc3C(=O)O)c2)cc1 | 1.5 | -2.0 | -1.5 | -0.2 | -0.1 | -1.0 | 6 | -5 | 0.2 | -2 | 2
Cc1ccc(NC(=O)c2ccc3c(c2)OCCO3)cc1S(=O)(=O)Nc1cccc(Cl)c1 | 1.3 | 3.2 | -0.6 | 2.1 | 0.3 | 2.0 | 16 | -4 | -0.9 | 1 | 9.8*
O=C(NNC(=O)c1sc2cccc(Cl)c2c1Cl)NC1CCCCC1 | 1.8 | 1.9 | -1.2 | -3.2 | 0.3 | -0.4 | 10 | -1 | -0.1 | -2 | -2
Cc1ccc(SCC(=O)NC(=O)c2ccccc2Br)c(C)c1 | -0.9 | 0.1 | -1.6 | -0.8 | 0.1 | 0.3 | -5 | -1 | 1.4 | -3 | -2
Cn1c(=O)c2c(nc(NC(Cc3ccccc3)C(=O)O)n2Cc2ccccc2)n(C)c1=O (centres undefined) | -1.4 | -1.0 | -0.9 | -1.5 | 0.1 | -1.2 | 2 | 1 | 0.5 | 0 | 0
CC1(Cc2ccccc2C#N)C(=O)Nc2cc(-c3ccccc3Cl)ccc21 (centres undefined) | 3.8 | -2.1 | -1.0 | 0.1 | 0.2 | -1.3 | 1 | 13 | · | -3 | -2
CC(C)(C)C(=O)NCCCc1ccccc1 | 0.3 | 2.2 | -1.3 | 0.9 | 0.1 | 0.9 | 2 | 1 | -0.3 | 1 | -1
COc1cc(-c2nnc(SCC(=O)N3CCCC3)o2)cc(OC)c1OC | -1.4 | 0.8 | -1.5 | 1.5 | -0.8 | -1.2 | -6 | -3 | -0.4 | 0 | 3
CSc1nnc(-c2ccc(S(=O)(=O)N3CCOCC3)cc2)n1CC1CCCO1 (centres undefined) | -2.4 | -0.6 | -0.8 | -0.4 | -0.8 | -0.3 | -27 | 0 | 0.3 | -1 | -10
CCOC(=O)c1sc(NC(=O)C(C)(C)C)cc1C | 2.4 | 8.2 | -0.5 | -0.9 | 2.6 | 3.3 | -2 | 2 | 1.0 | 4 | 1
COc1ccc2[nH]c3c(=O)n(N)c(C)nc3c2c1 | 1.8 | 0.6 | -1.2 | 0.9 | -0.3 | -0.2 | i | -2 | -1.2 | 1 | -338
CN(C)C(/C=C/Nc1cccc(Br)c1)=C(C#N)C#N | 1.7 | 3.3 | -1.6 | 0.4 | 0.0 | 0.0 | -10 | 1 | · | -4 | -3
Cc1ccc(-c2cc3nc4c(c(=O)n3[nH]2)CCCC4)cc1 | 6.3 | 9.4 | -0.1 | 1.0 | 1.8 | 3.4 | 0 | 4 | 3.5 | 6 | -2
O=C(c1cnc(Cc2c[nH]c3ccccc23)c(I)c1)N1CCCCC1 | -2.9 | 1.0 | 0.5 | -0.4 | 0.4 | 1.1 | 0 | -2 | · | 0 | 3
O=C(Nc1nnc(-c2ccco2)o1)c1ccc(S(=O)(=O)N2CCCCC2)cc1 | -3.5 | -2.0 | -0.4 | -3.1 | 0.3 | 0.3 | 4 | 2 | -1.4 | -6 | 7
CCOC(=O)/C=c1\s/c(=C\c2ccc(C#N)cc2)c(=O)n1CC(=O)NCc1ccco1 | 0.3 | -0.5 | -1.0 | -0.7 | -0.3 | 0.3 | 1 | -1 | 1.0 | -2 | -5
CSc1nnc(-c2ccco2)c(-c2ccco2)n1 | 3.2 | -0.2 | -1.0 | -2.3 | -0.9 | 1.6 | -4 | -1 | 0.1 | 3 | -5
COc1c2c(c(C)c3c1C(=O)OC3)O[C@@]1(C)CC[C@@]3(O)C(C)(C)OC(=O)CC[C@]3(C)[C@H]1C2 | -0.9 | -2.8 | -0.9 | -0.5 | -0.5 | -1.1 | -17 | -1 | -0.4 | 2 | 1
CCNc1ccc(C(=O)OCC(=O)NC(C)c2ccccc2)cc1[N+](=O)[O-] (centres undefined) | 4.9 | -2.2 | -0.6 | -0.3 | -0.3 | -2.8 | -5 | 0 | -0.3 | -2 | -2
Cn1c(SCC(=O)N2CCCC2=O)nc2ccccc21 | 2.2 | 3.5 | -0.7 | 0.9 | -1.0 | 2.0 | 0 | 7 | 0.7 | 2 | 3
Cc1ccccc1N(Cc1nnc2n1CCCCC2)C(=O)Nc1ccccc1 | -0.9 | 3.0 | -1.0 | -1.2 | -0.6 | -1.2 | -1 | 0 | 0.3 | 0 | -1
O=C(Nc1ccccc1F)c1ccc2ncsc2c1 | 1.6 | 13* | -0.2 | 1.7 | 0.3 | 0.6 | -4 | 0 | -0.3 | 5 | -2
Cn1c(=O)c2c(nc(NCCCO)n2CCc2ccccc2)n(C)c1=O | 0.8 | -0.2 | -0.8 | 2.8 | -1.0 | -2.4 | -1 | 3 | 0.9 | -8 | -6
Cc1cc(NS(=O)(=O)c2ccc(NC(=O)COc3ccccc3Cl)cc2)no1 | -0.6 | 0.6 | -1.3 | -0.6 | -0.5 | 0.6 | 11 | -3 | -0.4 | 5 | 0
O=C(Nc1ccc(F)cc1)c1ccc2c(=O)n(CC3CCCO3)c(=S)[nH]c2c1 (centres undefined) | -1.6 | -3.7 | -0.9 | 1.2 | -0.4 | -2.5 | -2 | 4 | -1.2 | -2 | 0

Full records, quoted from the list. Order of screens: GAA850 FXN act, hgDAF12 agonist, ssDAF-12 act, PG9 binder, DAX1 inh-1, hcDAF-12 act, ADAM10 inh, NPR1 activator, DAX1 inh-2, SMARCA2 act, ADAM17 inh
CCNc1ccc(C(=O)OCC(=O)NC(C)c2ccccc2)cc1[N+](=O)[O-] (centres undefined) as listed: 4.9, -2.2, -0.6, -0.3, -0.3, -2.8, -5, 0, -0.3, -2, -2
Cn1c(=O)c2c(nc(NCCCO)n2CCc2ccccc2)n(C)c1=O as listed: 0.8, -0.2, -0.8, 2.8, -1.0, -2.4, -1, 3, 0.9, -8, -6
CCOC(=O)/C=c1\s/c(=C\c2ccc(C#N)cc2)c(=O)n1CC(=O)NCc1ccco1 as listed: 0.3, -0.5, -1.0, -0.7, -0.3, 0.3, 1, -1, 1.0, -2, -5
Cc1cc(NS(=O)(=O)c2ccc(NC(=O)COc3ccccc3Cl)cc2)no1 as listed: -0.6, 0.6, -1.3, -0.6, -0.5, 0.6, 11, -3, -0.4, 5, 0
Cc1ccccc1N(Cc1nnc2n1CCCCC2)C(=O)Nc1ccccc1 as listed: -0.9, 3.0, -1.0, -1.2, -0.6, -1.2, -1, 0, 0.3, 0, -1

Compounds were not picked by outcome; 6.8% or so of the library scored in one or more.
